Tn7 DDE FP = inhibitors of Tn7 peptide binding to fibrin DD(E), primary screen, biochemical, fluorescence polarization, human fibrin, Tn7 probe; inhibition, % at 8.3 µM; Fibrinogen beta chain (Homo sapiens), P02675; hit rate 0.13% among 370,000; FP displacement of FITC-Tn7 peptide from fibrin DD(E); 0% = median of compound wells per plate;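 active = inhibition above the mean of compounds falling within the control limits plus 3 SD of them, cut at about 14% in these data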;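 note: 0% = plate median of compound wells and 100% = 10 µM Aha-Tn7 peptide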
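Assay system: human fibrin DD(E). Input: DD(E) 2 µM final. Medium: Tris buffer with calcium and detergent, pH 7.8. Compound dosing: single point at 8.3 µM. Timing: 10 min plus 3 h, room temperature. Technique: fluorescence polarization of the labelled Tn7 tracer. Read-out: percent inhibition. Replicates: singlicate testing.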
PLCg1 inh = PLC-gamma1 enzyme inhibitors, primary screen, biochemical, fluorescence, purified enzyme | hit rate 0.84% among 370,000 | fluorogenic substrate | 1-phosphatidylinositol 4,5-bisphosphate phosphodiesterase gamma-1 (Homo sapiens), P19174 | inhibition, % at 12.2 µM; in the data active = inhibition above about 9.5%
ADAM10 inh = human ADAM10 inhibitors, primary screen, biochemical, QFRET, HTS. Disintegrin and metalloproteinase domain-containing protein 10 (Homo sapiens), O14672. recombinant ADAM10, EDANS/DABCYL FRET peptide cleavage, 3 h. hit rate 0.62% among 370,000. inhibition, % at 7 µM;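 active = inhibition above a per-campaign cutoff equal to the mean of compounds falling between control-based bounds plus 3 SD, cut at about 20% in these data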;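 note: 0% = DMSO wells while the 100% control is not disclosed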
Target sequence (O14672 214-748 limits assumed): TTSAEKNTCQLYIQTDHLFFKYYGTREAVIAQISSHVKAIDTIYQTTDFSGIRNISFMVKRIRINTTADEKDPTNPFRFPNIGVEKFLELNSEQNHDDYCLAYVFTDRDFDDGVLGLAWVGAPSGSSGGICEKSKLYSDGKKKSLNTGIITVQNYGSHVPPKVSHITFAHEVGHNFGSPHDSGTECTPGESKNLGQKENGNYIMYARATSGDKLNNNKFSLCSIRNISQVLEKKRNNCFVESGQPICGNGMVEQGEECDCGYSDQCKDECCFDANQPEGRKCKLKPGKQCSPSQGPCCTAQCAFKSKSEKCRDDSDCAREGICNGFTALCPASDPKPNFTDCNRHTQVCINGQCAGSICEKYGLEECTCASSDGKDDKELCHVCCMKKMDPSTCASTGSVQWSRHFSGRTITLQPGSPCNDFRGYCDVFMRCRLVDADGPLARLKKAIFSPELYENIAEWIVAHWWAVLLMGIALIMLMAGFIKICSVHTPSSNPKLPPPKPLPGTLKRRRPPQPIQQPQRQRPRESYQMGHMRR
ADAM17 inh = ADAM17 inhibitors, primary screen, biochemical, QFRET. Disintegrin and metalloproteinase domain-containing protein 17 (Homo sapiens), P78536. recombinant ADAM17, EDANS/DABCYL FRET peptide cleavage. inhibition, % at 6.95 µM. hit rate 0.83% among 370,000. AID 720648, 2013;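 active = inhibition above the mean of compounds lying between control limits plus 3 SD, set per campaign, cut at about 8.5% in these data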;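 note: 0% = DMSO-only wells as the low control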
TDP2 inh = human TDP2 enzyme inhibitors, primary screen, biochemical, epi absorbance, recombinant enzyme. Tyrosyl-DNA phosphodiesterase 2 (Homo sapiens), O95551. T5PNP hydrolysis, p-nitrophenol absorbance 415 nm. inhibition, % at 12.8 µM. hit rate 0.34% among 370,000;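 active = inhibition above the mean of all tested compounds plus 3 SD, set per campaign, cut at about 25% in these data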;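 note: 0% = DMSO with enzyme and 100% = buffer with substrate but no TDP2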
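Read-out basis: percent inhibition. System: recombinant human TDP2. Buffer or medium: Mg2+-containing Tris-HCl buffer, pH 7.5. Repeats: single replicate. Timing: reaction 2 h, 37 °C. Benchmarks: high control without enzyme, low control DMSO plus TDP2. Probe or stimulus: 5 mM T5PNP. Doses: 12.8 µM only. Measured by: epi absorbance of p-nitrophenol freed from T5PNP by hydrolysis.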
ARFGAP1 inhibitor = inhibitors of rat ARFGAP1 GAP activity, primary screen, biochemical, fluorescence polarization, GDP tracer. ADP-ribosylation factor GTPase-activating protein 1 (Rattus norvegicus), Q62848. Arfgap1-stimulated ARF1 GTP hydrolysis, GDP FP detection. inhibition, % at 16.5 µM. hit rate 0.26% among 360,000. AID 651572, 2012;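 active = inhibition above a per-plate limit, mean inhibition of low control wells plus 3 SD, cut at about 25% in these data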;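 note: 0% = DMSO wells with enzyme and 100% = wells lacking Arfgap1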
Target sequence (Q62848 1-136 limits assumed): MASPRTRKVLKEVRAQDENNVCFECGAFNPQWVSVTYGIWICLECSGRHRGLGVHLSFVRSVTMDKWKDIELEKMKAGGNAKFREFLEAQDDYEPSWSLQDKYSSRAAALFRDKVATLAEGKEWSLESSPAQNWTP
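System: truncated rat Arfgap1 GAP domain / Benchmarks: high control wells lacking Arfgap1, low control full reaction with DMSO / Times: compound-enzyme preincubation 20 min, reaction 120 min, detection 60 min, 25 °C / Repeats: one replicate per compound / Also added: human ARF1(Δ1-17)-GTP substrate / Measured by: Tracer-displacement fluorescence polarization with EDTA stop, 620/688 nm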
LEDGF integ inh = blockers of LEDGF/p75-dependent integrase strand transfer – biochemical, TR-FRET, high throughput, primary screen; HIV-1 integrase (with human LEDGF/p75); TR-FRET IN-LEDGF/p75 DNA integration, Eu/Cy5; inhibition, % at 3.7 µM; hit rate 0.64% among 370,000; AID 743269, 2014;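 active = inhibition above the screen-wide mean plus 3 SD, cut at about 13% in these data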;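 note: signal is the Cy5 over europium emission ratio at 671 and 618 nm; 0% = plate median of compound wells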
DDE Tn6 FP inh = inhibitors of Tn6 peptide binding to fibrin DD(E), primary screen, biochemical, fluorescence polarization, human fibrin, Tn6 probe | Fibrinogen beta chain (Homo sapiens), P02675 | inhibition, % at 8.3 µM | hit rate 0.21% among 370,000 | Fibrin DD(E) TRITC-Tn6 fluorescence polarization displacement | AID 720509, 2013;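 active = inhibition above a per-campaign cutoff: mean of compounds within control limits plus 3 SD, cut at about 15% in these data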;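 note: 0% = median of all compound wells on the plate and 100% = blocking peptide control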
KLK7 zymogen act = proKLK7 zymogen activators, primary screen, biochemical, fluorescence intensity; Kallikrein-7 (Homo sapiens), P49862; purified proKLK7, EDANS-DABCYL substrate fluorescence; 100% is mature enzyme control, 0% vehicle; activation, % at 7 µM; hit rate 0.9% among 370,000; AID 652039, 2013;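 active = activation above the mean of all tested compounds plus 3 SD, computed per campaign excluding outliers beyond control limits, cut at about 13% in these data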
Target sequence (P49862 whole entry, looked up): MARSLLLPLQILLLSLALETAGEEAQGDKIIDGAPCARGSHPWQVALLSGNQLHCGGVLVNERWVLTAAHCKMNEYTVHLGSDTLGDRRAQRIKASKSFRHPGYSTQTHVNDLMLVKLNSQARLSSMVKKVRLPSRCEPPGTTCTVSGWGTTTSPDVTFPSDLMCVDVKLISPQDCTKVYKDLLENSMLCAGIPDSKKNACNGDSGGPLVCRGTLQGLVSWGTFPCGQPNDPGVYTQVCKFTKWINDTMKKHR
ASAP1 GAP inh = inhibitors of human ASAP1 ArfGAP activity, primary screen, biochemical, fluorescence polarization; inhibition, % at 16.5 µM; ASAP1-stimulated ARF1 GTP hydrolysis, GDP FP detection; hit rate 0.19% among 360,000; Arf-GAP with SH3 domain, ANK repeat and PH domain-containing protein 1 (Homo sapiens), …; in the data active = inhibition above about 25%;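 note: 0% = vehicle with enzyme and substrate and 100% = no enzyme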
* = called active by the depositor; · = no result given.

Values run as follows: DDE Tn6 FP inh, PLCg1 inh, ARFGAP1 inhibitor, Tn7 DDE FP, TDP2 inh, KLK7 zymogen act, LEDGF integ inh, ADAM10 inh, ASAP1 GAP inh, ADAM17 inh
Cc1ccc(S(=O)(=O)N(CC(=O)Nc2ccc(Cl)c([N+](=O)[O-])c2)C2CCCCC2)cc1
 : -2, 6, 0, -6, -1, -0.7, 0, 25*, -2, 14*
CCCC(=O)Nc1cc(Cl)ccc1N1CCN(C(=O)CC)CC1
 : -8, -2, -18, 4, 2, 0.1, 1, -15, 0, -6
O=C(CCc1nnc(C2CCCCC2)o1)NCc1ccc(F)c(F)c1
 : 3, -1, -10, 5, -3, -0.6, -5, -5, -5, -1
CC(C)c1nnc(NC(=O)COc2ccccc2[N+](=O)[O-])s1
 : 3, 1, 11, -1, -1, 0.0, -1, -3, -1, -3
COc1ccc(-c2csc(Nc3ncccc3C)n2)cc1
 : -5, 4, 7, 5, 5, 0.3, -3, 6, -6, 3
CCCCc1c(-c2ccccc2OC)ncn1Cc1cccc(-c2ccccc2)c1
 : 1, 5, -3, 0, -4, 0.5, 0, 4, 7, 3
CC(C)CN1C(=O)c2ccc(NC(=O)Cc3ccccc3)cc2C1=O
 : 2, -104, 10, 8, 10, 3.7, -2, -132, 4, -43
O=C(CC(C(=O)O)c1ccccc1)c1cccs1 (centres undefined)
 : -3, 1, -5, -14, 1, -0.8, 6, -7, -7, -1
CCOP(=O)(c1ccccc1Cl)C1(O)CCCCC1 (centres undefined)
 : 5, 5, -5, -7, -6, -0.5, -3, -7, -9, 0
COc1ccc(S(=O)(=O)N(C)C[C@@H]2Oc3ccc(NS(=O)(=O)c4cn(C)cn4)cc3C(=O)N([C@@H](C)CO)C[C@@H]2C)cc1
 : -5, -1, 9, -1, 14, -1.0, 1, -4, 11, -4
O=C(NCc1cccnc1)c1cc(C2CCCN(C(=O)c3ccc4c(c3)CCO4)C2)on1 (centres undefined)
 : -1, -2, -11, -7, 1, 0.0, 0, -4, -11, -3
Nc1ccccc1C(=O)NN=Cc1cccnc1
 : -4, -59, 3, 3, -2, 2.8, 0, -133, -3, -43
O=C(c1ccccc1F)N1CCCC(C(=O)N2CCc3ccccc3C2)C1 (centres undefined)
 : -1, -2, 5, 2, -8, 0.4, -2, -9, 1, -4
Cc1ccc(C(=O)NCC(=O)NCCc2ccc(S(N)(=O)=O)cc2)s1
 : -6, -1, 2, 1, 5, -0.9, 0, -3, 7, -7
O=C(NCCC1CCCCN1S(=O)(=O)c1ccc(Cl)cc1)C(=O)NCc1ccncc1 (centres undefined)
 : -3, -2, -4, -3, 6, 0.1, -1, 3, 2, -2
Cc1ccccc1CCNC(=O)C1CCC(=O)N(CCc2cccc(F)c2)C1 (centres undefined)
 : 4, 1, 5, 4, 11, 0.5, 2, 5, -8, -2
CC(C)Oc1ccc(NC(=O)Oc2ccccc2)cc1
 : 1, 7, 12, -2, -26, 0.2, 4, 3, 2, 6
Cc1ccc(C2=NN(C(=O)CSc3nnnn3C)C(c3ccco3)C2)cc1 (centres undefined)
 : -4, 0, -12, 5, 7, -0.2, 2, -2, 6, -1
Cc1ccc(S(=O)(=O)NCC(=O)N(CC2CCCO2)C(C(=O)NC2CCCCC2)C(C)C)cc1 (centres undefined)
 : 1, 0, 17, -12, -3, -0.5, -2, -4, -2, -3
COc1ccc(OCc2nnc(SCC(=O)NNC(=O)c3ccc(C)cc3)n2C)cc1
 : 6, 6, 6, 6, -3, -0.3, -1, 15, -11, 2

Results in PLCg1 inh and ASAP1 GAP inh (3 entries from above):
compound | PLCg1 inh | ASAP1 GAP inh
Nc1ccccc1C(=O)NN=Cc1cccnc1 | -59 | -3
O=C(c1ccccc1F)N1CCCC(C(=O)N2CCc3ccccc3C2)C1 (centres undefined) | -2 | 1
Cc1ccc(C(=O)NCC(=O)NCCc2ccc(S(N)(=O)=O)cc2)s1 | -1 | 7

Some of these compounds in order of the LEDGF integ inh value, descending.
Values run as follows: DDE Tn6 FP inh, PLCg1 inh, ARFGAP1 inhibitor, Tn7 DDE FP, TDP2 inh, KLK7 zymogen act, LEDGF integ inh, ADAM10 inh, ASAP1 GAP inh, ADAM17 inh
O=C(NCc1cccnc1)c1cc(C2CCCN(C(=O)c3ccc4c(c3)CCO4)C2)on1 (centres undefined)
 : -1, -2, -11, -7, 1, 0.0, 0, -4, -11, -3
O=C(c1ccccc1F)N1CCCC(C(=O)N2CCc3ccccc3C2)C1 (centres undefined)
 : -1, -2, 5, 2, -8, 0.4, -2, -9, 1, -4
COc1ccc(-c2csc(Nc3ncccc3C)n2)cc1
 : -5, 4, 7, 5, 5, 0.3, -3, 6, -6, 3

New compounds follow.
Values run as follows: DDE Tn6 FP inh, PLCg1 inh, ARFGAP1 inhibitor, Tn7 DDE FP, TDP2 inh, KLK7 zymogen act, LEDGF integ inh, ADAM10 inh, ASAP1 GAP inh, ADAM17 inh
C=CC[n+]1c(-c2ccc(OC)cc2)csc1NNC(=O)Nc1ccccc1
 : -2, -12, 9, -4, 4, -0.3, -2, 6, -4, -1
Cn1c(C(=O)NCCN2CCOCC2)cc2sccc21
 : 1, -1, 6, 8, 5, -0.5, 1, 4, -7, 1
COc1cc(/C=N/Nc2nn3cnnc3c3ccccc23)ccc1O
 : 2, -4, -6, 9, -9, 0.1, -2, -4, 1, 0
CN(C)C(=O)NC1CCCCCCCCCCC1
 : -1, 2, 7, -8, 2, -0.2, 2, -3, -12, 0
COc1ccc(OCC(=O)NNC(=O)C(=O)Nc2ccccc2)cc1
 : 4, 1, 8, 1, 5, -0.1, -3, -14, -2, -3
COC(=O)c1ccc(N(C(=O)CNC(=O)c2ccco2)C(C(=O)NC2CCCC2)c2ccco2)cc1 (centres undefined)
 : -4, 1, 13, 5, 9, -0.8, 0, 7, 9, -2
NC(=O)C(CCCCN1CCCCC1)(c1ccccc1)c1ccccc1
 : -2, -2, 7, -8, 3, -0.5, -2, -6, 3, -3
CCOc1ccc(-c2cc(CCCC(=O)NCCc3ccccc3)no2)cc1
 : -4, -1, 9, 3, -3, 0.2, 2, -4, 11, -2
Cc1cccc(-n2ccnc2SCC(=O)Nc2nccs2)c1C
 : 12, 3, -7, 0, 8, 0.6, -1, 0, -7, 0
CN1C2=N[C@@H](c3ccc(Br)cc3)CC(=O)N2/C(=C\c2ccccc2)[C@@H]1c1ccccc1
 : 3, 1, ·, 7, -2, ·, -5, -10, ·, -4
O=C(NNC(=S)NCc1ccccc1)c1ccc(OC(F)F)cc1
 : 2, 1, -7, 4, -8, 1.1, -2, 7, 0, 1
CCc1cc(=O)oc2c(C)c(OC(C)C(=O)NCC3CCC(C(=O)O)CC3)ccc12 (centres undefined)
 : 3, 0, 4, 1, -6, 0.2, 4, -43, 1, -13
Cc1cc(C)c2cc(C(=O)N3CCc4ccccc4C3)[nH]c2c1
 : -1, -8, 11, -6, -3, -0.3, 1, 3, -4, 0
COc1cc(-c2nc3n(n2)C(c2cccc(OC)c2OC)C2=C(CCCC2=O)N3)cc(OC)c1OC (centres undefined)
 : 2, 2, 7, -5, -11, 1.2, -1, -2, 18, 1
COC(=O)c1cc(C(=O)OCC(=O)NCc2ccc3c(c2)OCO3)cc([N+](=O)[O-])c1
 : -8, 7, 0, 0, -4, -1.1, 0, 10, 12, 2
CCS(=O)(=O)N1CCC(C(=O)Oc2ccccc2OC)CC1
 : -7, 0, 4, -9, 9, 0.4, 22*, -2, 7, -3
Cc1ccc(C(=O)N[C@H](C(=O)NC2CCCCCCC2)C(C)C)cc1
 : -3, -3, 4, 9, 6, -0.1, -1, -9, -12, -3
C=CCNC(=O)NC(=S)c1ccccc1
 : 6, 1, 2, 3, -4, 0.7, 2, 9, -11, -2
CCN(CC)CCCNC(=O)CCn1nc(-c2ccccc2)ccc1=O
 : -2, 2, 3, -5, -3, -0.9, 5, -1, 5, -2
Nc1c(C(=O)c2ccc(Br)cc2)oc2ccccc12
 : 6, -24, 9, 6, 9, -0.1, -1, 1, 1, 1
CCn1nc(C)c(CN2CCC(n3nccc3NC(=O)CCCc3ccccc3)CC2)c1C
 : 13, -2, 11, 8, 4, -0.2, -2, -1, -6, -3
O=C(Cn1cc(C(F)(F)F)ccc1=O)OCC(=O)c1ccc[nH]1
 : 3, 1, -14, 3, 6, 0.5, -1, -9, -6, -1
CCn1nc(C)c(NS(=O)(=O)c2ccc(C)cc2)c1C
 : 2, 1, -5, 1, 3, -0.8, 1, 5, -6, 0
Cn1c(=O)c2c(nc(Br)n2CCCc2ccccc2)n(C)c1=O
 : -3, 5, 1, -5, -2, -0.1, 1, 6, 1, 1
C/C(=C\c1ccccc1)C(=O)Nc1cc(C)on1
 : 1, 5, -5, 4, -8, -0.1, 0, 7, 2, 4
COc1ccc2[nH]c(=O)c(CN(C(=O)c3cccnc3)c3ccc(C)cc3C)cc2c1
 : -8, -19, -3, -7, 5, 0.7, -2, -235, -6, -69
CCOc1ccc2nc(N(CCN(C)C)C(=O)c3ccc4ccccc4c3)sc2c1
 : 0, -4, -3, -5, 7, -1.3, -1, -18, 2, -7
CC1(C)O[C@@H]2CC3C4C[C@H](F)C5=CC(=O)C=CC5(C)C4C(O)CC3(C)[C@]2(C(=O)CO)O1 (some centres undefined)
 : 1, -1, 7, -1, -3, -0.5, 1, 1, 1, -1

LEDGF integ inh: entries above that show a hit
Values run as follows: DDE Tn6 FP inh, PLCg1 inh, ARFGAP1 inhibitor, Tn7 DDE FP, TDP2 inh, KLK7 zymogen act, LEDGF integ inh, ADAM10 inh, ASAP1 GAP inh, ADAM17 inh
CCS(=O)(=O)N1CCC(C(=O)Oc2ccccc2OC)CC1
 : -7, 0, 4, -9, 9, 0.4, 22*, -2, 7, -3

Compound activity: PubChem, The Scripps Research Institute Molecular Screening Center
